# Screening data (PubChem)
# p53ts 39C kill – p53ts cell cytotoxicity, nonpermissive temperature | H1299-p53A138V viability at 39C, ATP luminescence, 24 h | Potency, µM (series often up to 46.1 µM), for inactives: top-dose activity change, negative = cell killing, most hits filed as cytotoxic | 130,000 compounds, 1.5% hits; active = well fitted cell-killing curve with a large enough effect; inconclusive = small, poorly fitted or top-dose-only effect; inactive = no such curve, though single readings can be large or run the other way; note: nearly all actives have a fitted effect of over 55% in size
# * hit, by the source's call; ? = inconclusive; [ ] = dose if it differs, or a comment. % is set by controls: 0 for no effect and ±100 for the full control effect; potency is the fitted concentration of half-maximal effect. This is a subset; rates above refer to the full screens.
molecule	p53ts 39C kill
N#Cc1ccccc1Sc1ccccc1C(=O)Nc1ccc2ccccc2c1	6.3%
Cc1ccc(OCCCCNC(C)(C)C)c([N+](=O)[O-])c1	11.2%
Cc1ccc(S(=O)(=O)Nc2ccc(NC(=O)Nc3cccc(C(F)(F)F)c3)cc2)cc1	?
O=[N+]([O-])c1cccc(C(=Nc2ccccc2)NO)c1	6.1%
COc1ccc(/C=c2/sc3nc(-c4ccccc4)c(-c4ccccc4)n3c2=O)cc1	13.0%
CN1C(=O)c2ccc(NC(=O)c3ccc(N4CCCCC4)c([N+](=O)[O-])c3)cc2C1=O	-4.3%
Cc1ccc(/C=C2/NC(=O)N(Cc3ccccc3F)C2=O)o1	-12.6%
CCCC(C(=O)O)N1C(=O)/C(=C/c2cccn2C)SC1=S (configuration not stated)	13.3%
O=C(COc1ccccc1)NCC(=O)N/N=C/C=C/c1ccccc1	10.5%
COc1ccc(CCN2C(=O)NC(NC(C)=O)(C(F)(F)F)C2=O)cc1OC (configuration not stated)	-5.6%
CC(C)(C)C(=O)NC(=S)NNC(=O)c1sc2ccccc2c1Cl	15.7%
CCOC(=O)c1c(-c2ccc(OC)cc2)csc1NC(=O)COc1ccc2c(C)cc(=O)oc2c1	7.5%
CC(CC(=O)NCC1CCCO1)c1ccccc1 (configuration not stated)	2.9%
Cc1ccc(C)c(N2CCN(C(=O)c3csc4ccccc34)CC2)c1	-15.2%
O=C(CC1S/C(=N/N=C/c2cccs2)NC1=O)Nc1ccc(Cl)c(Cl)c1 (configuration not stated)	8.0%
O=C(CC1SC(=O)N(Cc2ccccc2)C1=O)Nc1nccs1 (configuration not stated)	9.2%
CC(C)OP(=O)(OC(C)C)C(Nc1ccccc1)c1ccc2c(c1)OCO2 (configuration not stated)	-2.9%
CN(CC1COc2ccccc2O1)C(=S)Nc1ccccc1F (configuration not stated)	11.0%
COc1ccc(/C=C2/SC(=O)N(CC(O)Cn3c4ccccc4c4ccccc43)C2=O)cc1 (configuration not stated)	42.0%[activator]
O=C(NCC1OCCc2ccccc21)c1ccc(NC(=O)c2ccc(Cl)cc2Cl)cc1 (configuration not stated)	2.1%
Cc1ccc(NC(=O)COC(=O)c2cccc3c2C(=O)c2ccccc2C3=O)c(C)c1	12.6%
NC(CC(=O)O)c1ccc(Br)cc1 (configuration not stated)	16.5%
Cn1c(NC(=O)/C=C/c2ccccc2)cc(=O)n(C)c1=O	-7.4%
O=C(NC1=NCCS1)c1sc2cc(F)ccc2c1Cl	?
Cc1c(NC(=O)CSc2nnc(Nc3ccccc3)s2)c(=O)n(-c2ccccc2)n1C	0.4%
O=C(CC1SC(=O)N(Cc2ccc(Cl)cc2)C1=O)Nc1nccs1 (configuration not stated)	3.7%
CCC(=O)NC(=S)Nc1ccc(NC(=O)c2ccc(OC)cc2)cc1	3.9%
O=C(COC(=O)CCCSc1nc2ccccc2[nH]1)Nc1ccc(Cl)cc1	5.7%
CCn1c(SCC(=O)N2c3ccccc3CCc3ccccc32)nnc1-c1ccc(OC)cc1	-10.6%
CC(C)c1ccc(NC(=O)COC(=O)[C@H](CCC(N)=O)NC(=O)c2ccc(F)cc2)cc1	8.0%
COc1cccc(/C=C2\SC(=O)N(CCC(=O)NNC(=O)c3cccc(Cl)c3)C2=O)c1	-3.7%
N#CCCNC(=O)Cn1c(COc2ccc(Cl)cc2)nc2ccccc21	-10.2%
C=CCN(C)CCCNC(=O)/C=N/O	25.2%
CCC(CC)NC(=O)CON=C1c2ccccc2-c2ccccc21	0.2%
Cc1ccc(-n2c(SCC(=O)N3CC(=O)Nc4ccccc43)nc3ccccc3c2=O)cc1C	-13.9%
CCc1sc(N)nc1-c1ccccc1	-4.9%
Cc1nn(-c2ccccc2)c(N)c1Sc1ccccc1[N+](=O)[O-]	10.1%
CC(C)C(C)NC(=O)COc1ccc(Sc2ccc(OCC(=O)NC(C)C(C)C)cc2)cc1 (configuration not stated)	-0.4%
CCCOc1ccc(C(=O)NCC(c2ccco2)N(C)C)cc1 (configuration not stated)	10.4%
Cc1ccc(NC(=O)CSc2ccc3nnc(CCNC(=O)c4ccccc4)n3n2)c(C)c1	-4.5%
Clc1ccccc1-c1nc2ccccc2c2nc3ccccc3n12	24.8%
O=C(COc1ccc(S(=O)(=O)Nc2ccccc2)cc1)NCc1cccnc1	-3.6%
COc1cc(C(=O)NCc2ccc(-c3nc4ccccc4s3)cc2)cc(OC)c1OC	-28.3%
COc1ccc(C(=O)CSc2ccc(-c3ccco3)nn2)cc1	-4.0%
Cc1cc(C)c2c(c1)cc(C)c1nnc(SCC(=O)N3CCCc4ccccc43)n12	8.4%
CC(=O)Nc1cccc(Oc2ncnc3scc(-c4ccc(C)cc4)c23)c1	0.4%
Cc1ccc2nc(N(CCCN(C)C)C(=O)c3ccc4c(c3)CCCC4)sc2c1	-27.1%
CCOC(=O)Cc1c(Sc2ccccc2)c2cc(C)ccc2n1C	-6.2%
CN(C)c1ccc(N=Cc2nc(-c3ccccc3)oc2OC(=O)c2cccc(Cl)c2)cc1	?
COc1ccc(CCNC(=O)CC2SC(=NCCC(C)C)NC2=O)cc1OC (configuration not stated)	-12.7%

# The listing continues:
molecule	p53ts 39C kill
Cc1cc(NC(=O)/C(C#N)=C/c2ccco2)n(-c2ccccc2)n1	5.4%
Cc1sc2ncnc(Sc3nc4ccccc4s3)c2c1C	14.8%
CC(=O)c1cccc(NC(=S)NC2CC2)c1	-1.2%
CCN(CC(=O)Nc1ccc(NC(C)=O)cc1)C(=O)/C=C/c1cccs1	6.5%
COC(=O)CC1C(=O)NCCN1C(=S)NC(=O)C(c1ccccc1)c1ccccc1 (configuration not stated)	-12.8%
Cc1ccc(C(=O)c2cc([N+](=O)[O-])ccc2N2CC(C)OC(C)C2)cc1 (configuration not stated)	2.1%
COc1ccc(/C=C/C(=O)Nc2ccc(OC)cc2[N+](=O)[O-])cc1	19.3%
O=C(Cc1c(Cl)cccc1Cl)OCC(=O)N1CCc2ccccc2C1	12.4%
CCc1cccc(CC)c1NC(=O)COC(=O)c1ccc2c(c1)S(=O)(=O)c1ccccc1C2=O	-0.4%
COc1cc(NC(=S)NCc2ccco2)cc(OC)c1OC	15.0%
COc1ccc(C2=NN(C(=O)c3cccnc3)C(c3ccccc3)C2)cc1 (configuration not stated)	13.3%
COc1cc(/C=N/NC(=O)c2nc(-c3ccccc3)n(-c3ccccc3)n2)ccc1O	3.7%
Cc1ccc(S(=O)(=O)c2nc(Nc3ccccc3C#N)sc2Cl)cc1	3.1%
O=C(N/N=C/c1c[nH]c2ccccc12)c1sc2ccccc2c1Cl	?
O=C(Cn1cnc2ccccc2c1=O)Nc1nnc(C2CC2)s1	2.6%
N#C/C(=C\c1ccc(Sc2ccc(Cl)cc2)o1)c1nc2ccccc2[nH]1	1.0%
O=C(Cn1c(=O)c(=O)n(Cc2ccccc2)c2ccc(Cl)cc21)Nc1cccc(F)c1	-12.5%
CN(C)c1ccc(NC(=O)/C=C/c2c(Cl)cccc2Cl)cc1	-28.5%
O=C(COC(=O)CNC(=O)c1cccc(F)c1)NCCC1=CCCCC1	-3.3%
O=S(=O)(Nc1ccccn1)c1cnc(Cl)c(Br)c1	-7.0%
Cc1cccc(OCCC(=O)N(C)CC(=O)Nc2cccc3ccccc23)c1	0.7%
COc1ccccc1NC(=O)/C(C#N)=C/c1cc([N+](=O)[O-])ccc1N1CCCC1	4.1%
Clc1cccc(CN2CCCCCCC2)c1Cl	8.0%
Cc1c(C(=O)NNS(=O)(=O)c2ccccc2)sc(=S)n1C	-7.6%
Cc1c(Cl)cccc1NC(=O)CNC(=O)c1ccccc1F	20.5%

# Ordered by heavy-atom count (rising): part of the list above
molecule	p53ts 39C kill
Cc1c(C(=O)NNS(=O)(=O)c2ccccc2)sc(=S)n1C	-7.6%
Cc1ccc(S(=O)(=O)c2nc(Nc3ccccc3C#N)sc2Cl)cc1	3.1%
Cc1cccc(OCCC(=O)N(C)CC(=O)Nc2cccc3ccccc23)c1	0.7%

# Of the compounds above, two contain a CF3 group.
molecule	p53ts 39C kill
Cc1ccc(S(=O)(=O)Nc2ccc(NC(=O)Nc3cccc(C(F)(F)F)c3)cc2)cc1	?
COc1ccc(CCN2C(=O)NC(NC(C)=O)(C(F)(F)F)C2=O)cc1OC (configuration not stated)	-5.6%

# (cont.)
molecule	p53ts 39C kill
O=C(CSc1ccccc1)Nc1ccc(-c2nc3ccccc3[nH]2)cc1	-18.4%
CN(C)c1ccc(NC(=O)/C=C/c2ccccc2Cl)cc1	?
Fc1cccc(COc2ccccc2CNc2ccccc2)c1	-16.6%
O=C(Cc1c[nH]c2ccccc12)NCc1cccs1	7.1%
Nc1ccccc1Nc1cc(-c2ccccc2)nn1-c1cccc(Cl)c1	-18.1%
Brc1ccc(-c2csc(N/N=C/c3ccc4c(c3)OCO4)n2)cc1	-9.4%
Cc1cs/c(=N/C(=S)Nc2ccccc2)n1C	?
CCOC(=O)c1cc2c(nc1NC(=S)NCc1ccccc1)CCCC2	11.5%
Cc1cc(OC(F)F)ccc1NC(=O)Nc1ccc([N+](=O)[O-])cc1	-19.2%
N#CC(C#N)=C1C=CC=CN1/C(=C\c1ccco1)C(=O)c1ccc(-c2ccccc2)cc1	?
COc1ccc2c(C)cc(Sc3nnnn3-c3ccccc3)nc2c1	7.1%
COc1ccc(OC)c(NC(=O)c2cccnc2Sc2cc(C)ccc2C)c1	-2.6%
CC[n+]1c(-c2ccc(C)cc2)csc1Nc1c(C)n(C)n(-c2ccccc2)c1=O	-0.9%
O=C(CCCN1C(=O)/C(=C/c2ccccc2Cl)SC1=S)NNC(=O)c1ccccc1	15.5%
CC(=O)N1CCN(CC(=O)Nc2ccc(SC(F)F)cc2)CC1	-15.4%
COc1ccc(NC(=O)/C(=C/c2cccnc2)NC(=O)c2cccs2)cc1	21.7%
COc1cc(C(C)=O)ccc1Oc1ncnc2c1cnn2-c1ccc(C)c(C)c1	-7.6%
CC(=O)NS(=O)(=O)c1ccc(NC(=O)c2cc(-c3ccc(C)cc3)nc3ccccc23)cc1	1.8%
CCc1ccc(NC(=O)C(=O)c2cn(CC(=O)N3CCCCC3)c3ccccc23)cc1	-2.2%
Cc1ccc(NC(=O)Cc2sc(C)nc2-c2ccc(C)cc2)cc1	-0.9%
Cn1c(N/N=C2\CCCc3ccccc32)nc2c1c(=O)n(Cc1ccc(F)cc1)c(=O)n2C	16.7%
Cc1ccc(CCc2nnc(SCC(=O)Nc3cccc(Cl)c3)n2-c2ccccc2)o1	-15.1%
COc1ccc(-c2nc3c(c4nnc(SC(C)C(=O)Nc5ccccc5)n24)COC(C)(C)C3)cc1 (configuration not stated)	6.6%
Cc1c(Oc2ccc(C(F)(F)F)cc2[N+](=O)[O-])ccc2c3c(c(=O)oc12)CCC3	-3.7%
CCN1C(=O)/C(=C/c2ccc(C)o2)N(C)C1=S	9.2%
CCNC(=O)COc1ccc(C=O)cc1OC	21.9%
O=C(OCCN1C(=O)c2cccc3c(N4CCOCC4)ccc(c23)C1=O)c1ccc(Cl)cc1Cl	15.0%
COc1ccc(Cn2c(-c3ccc(OC)cc3)nc3c(c(=O)c4ccccc4n3C)c2=O)cc1	13.5%
COc1ccc(N2CCN(C(CNS(=O)(=O)c3ccc4c(c3)OCCO4)c3ccco3)CC2)cc1 (configuration not stated)	-10.4%
CCOc1ccccc1NC(=O)COC(=O)C(CC(C)C)N1C(=O)C2CC=CCC2C1=O (configuration not stated)	4.7%
CNC(=O)NC(=O)C(C)OC(=O)c1c2c(nc3ccccc13)/C(=C/c1cccs1)CC2 (configuration not stated)	9.5%
O=C1C=C(NCc2ccc(Cl)cc2)CCC1	17.9%
O=C(COC(=O)C1CCC(=O)N1)Nc1cc(Cl)ccc1Cl (configuration not stated)	17.2%
O=[N+]([O-])c1ccccc1S(=O)(=O)n1nnc2ccccc21	19.8%
CCN1CCN(S(=O)(=O)c2ccc(C)c([N+](=O)[O-])c2)CC1	-2.4%
CCCn1c2ccccc2c2nnc(SCc3[nH]c(=O)[nH]c3C(=O)CCCCC(=O)OCC)nc21	2.8%
COc1ccc(CN(C)CC(=O)Nc2cc(OC)c([N+](=O)[O-])cc2C)c(OC)c1	-12.3%
O=C(CSc1ccc(-c2cccs2)nn1)N1CCCCCC1	-5.6%
COc1cc(NC(=S)Nc2ccc(Br)cc2Cl)c(OC)cc1Cl	-18.7%
O=C(OC(C(=O)Nc1ccc(Cl)cc1C(F)(F)F)c1ccccc1)C1=COCCO1 (configuration not stated)	-20.3%
CCOC(=O)C(C)Sc1nnc(NC(=O)c2ccc(C)c([N+](=O)[O-])c2)s1 (configuration not stated)	-0.8%
COC(=O)Cc1ccc(NC(=S)NCc2ccccc2)cc1	-1.7%
CCC(=O)NC(NC(=S)Nc1c(C)n(C)n(-c2ccccc2)c1=O)C(Cl)(Cl)Cl (configuration not stated)	-11.1%
CCNc1nc(NCC)n2c(SCC(=O)N3CC4(C)CC3CC(C)(C)C4)nnc2n1 (configuration not stated)	-6.6%
CCOc1ccc(CCNC(=O)CSc2nn(-c3ccc(C)c(Cl)c3)c(=S)s2)cc1OCC	8.4%
Cc1ccc(NS(=O)(=O)c2ccc(C3CCCCC3)cc2)cc1	?
CCCCOc1ccc(/C=C/C(=O)Nc2ccc([N+](=O)[O-])cc2C)cc1	12.3%
NC(CC(=O)O)c1ccc(F)cc1 (configuration not stated)	10.1%
Cc1ccnc(NS(=O)(=O)c2ccc(N3C(=O)c4c(Cl)c(Cl)c(Cl)c(Cl)c4C3=O)cc2)n1	19.0%
Fc1ccc(-c2csc(/C=C/c3ccc4c(c3)OCO4)n2)cc1	23.2%
